# High-throughput results deposited in PubChem by Broad Institute.
# T cruzi growth = blocks T. cruzi growth in NIH3T3 culture | AID 624255 | T. cruzi beta-gal in NIH3T3, GalScreen luminescence, 90 h | inhibition, % at 8.34 µM | 77,000 tested, 5.9% active;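 active = mean inhibition above about 93%, with at least 55% of replicates each passing it, limit read from the data, passing the limit was not always enough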
# C diff growth = C. difficile growth inhibition. Clostridium difficile clinical isolate growth, OD600, 24 h; stronger effect = lower value. growth activity, negative = inhibition, % at 16 µg/mL (by protocol). 86,000 tested, 0.25% active. AID 1259249;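 active = mean growth activity at or below -80% and every replicate also at or below -80%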;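 note: 0% = DMSO wells and -100% = levofloxacin 16 µg/mL wells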
# Pf Dd2 growth = inhibitors of Plasmodium falciparum Dd2 growth; P. falciparum Dd2 growth, SYBR Green, 72 h; stronger effect = lower value; activity change, % at 10 µM; 94,000 tested, 2.3% active; AID 1159554; in the data active = activity change below about -80%
# KDM4C inh = inhibitors of human demethylase GASC-1 KDM4C; Q9H3R0; GST-KDM4C 2-372, H3K9me3 peptide, LANCE TR-FRET; inhibition, % at 12.5 µM; 96,000 tested, 0.15% active; AID 720574;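 active = mean replicate inhibition above about 25%, with at least 55% of replicates also reaching it, limit read from the data, passing the limit was not always enough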
# Target sequence (Q9H3R0 2-372 limits assumed): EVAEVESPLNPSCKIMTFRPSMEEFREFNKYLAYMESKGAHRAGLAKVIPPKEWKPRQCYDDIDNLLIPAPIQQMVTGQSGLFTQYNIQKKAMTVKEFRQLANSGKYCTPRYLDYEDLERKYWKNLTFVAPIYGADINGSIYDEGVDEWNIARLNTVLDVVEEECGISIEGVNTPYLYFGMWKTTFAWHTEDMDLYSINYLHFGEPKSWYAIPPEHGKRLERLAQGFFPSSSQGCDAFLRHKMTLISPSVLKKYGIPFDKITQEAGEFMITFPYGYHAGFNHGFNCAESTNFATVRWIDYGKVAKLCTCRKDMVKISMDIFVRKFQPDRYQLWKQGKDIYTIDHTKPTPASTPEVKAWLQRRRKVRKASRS
#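 Test system: N-terminal GST-fused human GASC-1 (KDM4C) fragment, residues 2-372; quantity: GASC-1 enzyme at 10 nM final in reaction; dosing: single dose; schedule: 30 min demethylation and 1 h detection at room temperature; signal: LANCE TR-FRET, excitation 340 nm, emissions 618 and 671 nm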
# The depositor's hits bear a star; nt = not tested or not shown; & = joins results of further samples.
SMILES,T cruzi growth,C diff growth,Pf Dd2 growth,KDM4C inh
C[C@H]1CN([C@@H](C)CO)C(=O)c2cc(NC(=O)Nc3ccc(F)cc3)ccc2O[C@@H]1CN(C)S(=O)(=O)c1ccccc1,52.3,1.7,-7.3,1.6
COCC(=O)N1C[C@H]2[C@@H](c3ccccc31)[C@@H](CO)N2Cc1cc(F)ccc1F,20.3,-5.0,-1.4,-1.2
COC(=O)[C@H]1[C@H](CO)[C@H]2Cn3c(ccc(C4=CCCCC4)c3=O)[C@H]2N1Cc1ccc2c(c1)OCO2,-24.3,-5.3,nt,6.5
O=C(C[C@H]1C[C@H]2c3cc(NC(=O)Nc4ccccc4F)ccc3O[C@H]2[C@H](CO)O1)NCc1ccc(Oc2ccccc2)cc1,15.8,-0.1,-17.5,0.8
C[C@@H]1CN([C@@H](C)CO)S(=O)(=O)c2ccc(/C=C/c3ccccc3)cc2O[C@@H]1CN(C)Cc1ccc(C(=O)O)cc1,80.3&66.6,-9.4&-9.6,-4.5&-3.4,-1.0
C[C@H]1CN([C@@H](C)CO)S(=O)(=O)c2ccc(-c3cncnc3)cc2O[C@@H]1CN(C)Cc1ccccn1,-13.9,-6.5,-1.8,0.1
Cc1noc(C)c1NC(=O)N[C@H]1CC[C@@H](CCNC(=O)C2CCOCC2)O[C@H]1CO,35.6,nt,1.3,0.5
C[C@@H]1CN([C@H](C)CO)C(=O)c2cccc(NS(=O)(=O)c3cn(C)cn3)c2O[C@@H]1CN(C)C,17.4,3.2,0.2,0.0
O=C(C1CCCC1)N1C[C@H]2[C@@H](c3ccccc31)[C@H](CO)N2C(=O)c1ccccc1,19.8,-3.7,6.7,-0.9
C[C@H](CO)N1C[C@H](C)[C@H](CN(C)Cc2cccnc2)Oc2ncc(C3=CCCCC3)cc2C1=O,6.4,3.5,9.3,0.6
CO[C@H]1CN(C)C(=O)c2cc(NC(=O)C3CCC3)ccc2OC[C@H](C)N(C)C[C@H]1C,17.0,nt,76.0,0.2
COc1ccc(S(=O)(=O)Nc2ccc3c(c2)C(=O)N([C@@H](C)CO)C[C@@H](C)[C@@H](CN(C)S(=O)(=O)c2cccs2)O3)cc1,7.0,-1.4,11.2,-0.8
C[C@H](CO)N1C[C@H](C)[C@@H](CN(C)Cc2ccncc2)Oc2ncc(C3=CCCCC3)cc2C1=O,22.6,5.9,nt,7.4
C[C@@H]1CN([C@@H](C)CO)C(=O)c2cccc(N(C)C)c2O[C@@H]1CN(C)C(=O)Nc1cccc2ccccc12,63.0,-1.6,-83.0*,1.5
C[C@H]1CN([C@@H](C)CO)S(=O)(=O)c2ccc(C3=CCCCC3)cc2O[C@H]1CN(C)C(=O)C1CCCCC1,122.7*,-1.5,-47.5,-1.7
C[C@H](CO)N1C[C@H](C)[C@H](CN(C)C(=O)NC2CCCCC2)Oc2ncc(C#Cc3ccccc3)cc2C1=O,97.6*,15.6,-45.2,nt
COc1cccc(-c2ccc3c(c2)[C@@H]2[C@@H](CCN2C(=O)c2ccc4c(c2)OCO4)[C@H](CO)N3C)c1,17.2,5.0,-29.6,-0.9
O=S(=O)(N[C@@H]1CC[C@H](CCn2cc(C3(O)CCCC3)nn2)O[C@H]1CO)c1ccc(Cl)cc1,47.9,nt,1.0,0.1
COc1ccc(NC(=O)N(C)C[C@H]2Oc3ccc(NC(=O)c4ccncc4)cc3C(=O)N([C@H](C)CO)C[C@@H]2C)cc1,38.1,4.0,-4.8,0.3
CCC(=O)N1CC2(C1)CN(C(=O)Cc1ccccc1)[C@H](CO)c1c2c2ccc(OC)cc2n1C,nt,-5.7,-33.8,-0.1
Cc1noc(C)c1NC(=O)N(C)C[C@@H]1Oc2ncc(C#CCC(C)C)cc2C(=O)N([C@@H](C)CO)C[C@H]1C,66.2,-0.6,-7.4,-0.9
Cc1ccccc1S(=O)(=O)N1CC(=O)N2[C@H](CO)[C@@H](c3ccc(C#CCN(C)C)cc3)[C@H]2C1,nt,4.8,9.4,2.1
C[C@H]1CN([C@@H](C)CO)C(=O)c2cccc(NC(=O)Nc3cccc4ccccc34)c2O[C@H]1CN(C)C(=O)Nc1ccc(F)cc1,115.6*,-9.8,-28.1,-0.3
CO[C@@H]1CN(C)C(=O)c2cc(NC(C)=O)ccc2OC[C@@H](C)N(Cc2ccccc2F)C[C@H]1C,26.5,nt,-10.9,1.6
COc1ccccc1S(=O)(=O)N1CC[C@@H]2[C@H]1c1cc(-c3ccccc3F)ccc1N[C@@H]2CO,102.5*,-0.6,20.8,-1.0

# In another format: entries from further up.
> C[C@@H]1CN([C@H](C)CO)C(=O)c2cccc(NS(=O)(=O)c3cn(C)cn3)c2O[C@@H]1CN(C)C
  T cruzi growth: 17.4	C diff growth: 3.2	Pf Dd2 growth: 0.2	KDM4C inh: 0.0
> CCC(=O)N1CC2(C1)CN(C(=O)Cc1ccccc1)[C@H](CO)c1c2c2ccc(OC)cc2n1C
  T cruzi growth: nt	C diff growth: -5.7	Pf Dd2 growth: -33.8	KDM4C inh: -0.1
> C[C@@H]1CN([C@@H](C)CO)C(=O)c2cccc(N(C)C)c2O[C@@H]1CN(C)C(=O)Nc1cccc2ccccc12
  T cruzi growth: 63.0	C diff growth: -1.6	Pf Dd2 growth: -83.0*	KDM4C inh: 1.5
> CO[C@@H]1CN(C)C(=O)c2cc(NC(C)=O)ccc2OC[C@@H](C)N(Cc2ccccc2F)C[C@H]1C
  T cruzi growth: 26.5	C diff growth: nt	Pf Dd2 growth: -10.9	KDM4C inh: 1.6

# New compounds follow:
SMILES,T cruzi growth,C diff growth,Pf Dd2 growth,KDM4C inh
C[C@H]1CN([C@@H](C)CO)C(=O)CCCn2cc(nn2)CO[C@H]1CN(C)C(=O)Nc1ccc(F)cc1,13.3,nt,-21.5,-0.6
Cc1noc(C)c1S(=O)(=O)Nc1ccc2c(c1)C(=O)N([C@H](C)CO)C[C@@H](C)[C@H](CN(C)C(=O)C1CCCCC1)OCCCC[C@@H](C)O2,56.6,-3.6,-22.3,0.3
O=C(C[C@H]1CC[C@@H](NC(=O)C2CCOCC2)[C@@H](CO)O1)NCC1CCCCC1,-0.8,-0.1,7.5,0.6
C[C@H](CO)N1C[C@H](C)[C@@H](CN(C)C(=O)c2ccccc2)OCCCC[C@H](C)Oc2ccc(NC(=O)Nc3ccccc3)cc2C1=O,nt,nt,-0.6,0.1
C[C@@H]1CN([C@H](C)CO)C(=O)c2cc(NS(=O)(=O)c3ccccc3)ccc2O[C@@H](C)CCCCO[C@@H]1CN(C)C(=O)CCCN(C)C,62.3,4.2,38.8,3.3
C[C@H](CO)N1C[C@H](C)[C@H](CN(C)CC2CC2)Oc2ccc(NC(=O)CCC(F)(F)F)cc2CC1=O,46.9,3.1,10.4,2.4
COc1cccc(C(=O)Nc2ccc3c(c2)OC[C@H](C)N(C)C[C@@H](C)[C@H](OC)CN(C)C3=O)c1,-56.9,-3.6,18.2,0.6
COc1cccc(NC(=O)C[C@H]2CC[C@@H]3[C@@H](COc4ccc(NC(=O)c5ccccc5F)cc4C(=O)N3C)O2)c1,77.6,-1.3,-6.1,-0.3
Cc1noc(C)c1S(=O)(=O)N(C)C[C@@H]1OCCCC[C@@H](C)Oc2ccc(NC(=O)CCCN(C)C)cc2C(=O)N([C@H](C)CO)C[C@@H]1C,-119.7,-6.0,42.9,-1.4
C[C@@H]1CN([C@H](C)CO)C(=O)c2cc(C#Cc3ccccn3)cnc2O[C@H]1CN(C)CC1CCOCC1,64.0,1.6,33.0,-2.1
O=C(Nc1ccc(F)cc1)N1CC(=O)N2[C@H](C1)[C@@H](c1ccc(Br)cc1)[C@@H]2CO,nt,-0.2,21.5,2.1
COC(=O)C[C@H]1CC[C@@H]2[C@@H](COc3ccc(NC(=O)c4cccs4)cc3C(=O)N2C)O1,0.8,-1.7,-4.8,-1.8
O=C(NCc1ccccn1)[C@@H]1[C@@H](CO)[C@@H]2Cn3c(cccc3=O)[C@H]1N2CC1CCCC1,nt,-2.8,39.0,-0.4
CC(C)NC(=O)N(C)C[C@@H]1Oc2ccc(NC(=O)Cc3ccccc3)cc2CC(=O)N([C@@H](C)CO)C[C@@H]1C,nt,-0.3,5.8,-2.6
C[C@@H]1CN([C@@H](C)CO)S(=O)(=O)c2ccc(C#Cc3cccnc3)cc2O[C@H]1CN(C)C(=O)Nc1ccc2c(c1)OCO2,94.1,-1.9,-31.4,-1.4
Cc1ccc(S(=O)(=O)N(C)C[C@H]2Oc3ccc(NC(=O)Nc4ccc5c(c4)OCO5)cc3C(=O)N([C@@H](C)CO)C[C@@H]2C)cc1,13.8,-4.0,-27.7,-0.5
CCNC(=O)C[C@@H]1C=C[C@@H](NS(=O)(=O)c2ccc(F)cc2)[C@H](CO)O1,-21.6,nt,17.5,1.7
C[C@@H]1CN([C@@H](C)CO)C(=O)c2cc(Br)cnc2O[C@@H]1CN(C)C(=O)c1ccccn1,nt,1.5,-1.7,0.1
Cc1cccc(-c2ccc([C@@H]3[C@@H](CO)N4CCCCN(CCC(F)(F)F)C[C@H]34)cc2)c1,83.5,49.5,-76.3,-1.3
CN1CCCCN2[C@H](CO)[C@H](c3ccc(-c4ccc(F)cc4)cc3)[C@@H]2C1,14.5,5.8,-18.4,0.1
Cc1ccc(S(=O)(=O)N(C)C[C@@H]2Oc3ncc(C#CC4(O)CCCC4)cc3C(=O)N([C@@H](C)CO)C[C@H]2C)cc1,75.2,-0.4,-53.6,1.0
O=C(c1ccc(F)cc1)N1CC(=O)N2[C@H](C1)[C@@H](c1ccc(C#CCC3CCCC3)cc1)[C@@H]2CO,nt,-1.4,-38.1,0.3
COc1cccc(NC(=O)N2CC3(C2)[C@H](c2ccccc2)[C@@H](CO)N3C(=O)C2CCC2)c1,nt,-1.1,4.1,-1.4
CS(=O)(=O)Nc1ccc2c(c1)[C@@H]1C[C@@H](CC(=O)NCc3ccc(Oc4ccccc4)cc3)O[C@H](CO)[C@@H]1O2,-12.4,2.7,-5.6,-1.3
O=C(C[C@H]1C=C[C@H](NC(=O)Nc2ccccc2)[C@H](CO)O1)NCc1ccccn1,-12.2,nt,5.0,-0.8
CCCC#Cc1ccc2c(c1)O[C@H](CN(C)C(=O)NC(C)C)[C@H](C)CN([C@H](C)CO)S2(=O)=O,27.4,4.5,-11.4,0.3
COc1ccc(S(=O)(=O)Nc2ccc3c(c2)C(=O)N([C@@H](C)CO)C[C@H](C)[C@H](CN(C)S(=O)(=O)c2ccccc2)OCCCC[C@@H](C)O3)cc1,nt,-10.9,-69.2,-0.2
COc1ccc(NC(=O)N(C)C[C@@H]2Oc3ccc(NS(=O)(=O)c4cccs4)cc3CC(=O)N([C@H](C)CO)C[C@H]2C)cc1,6.6,29.8,7.0,1.3
C[C@@H]1CN([C@@H](C)CO)C(=O)c2cccc(NC(=O)c3ccc(-c4nccs4)cc3)c2O[C@H]1CN(C)CC1CC1,59.0,-6.2,-20.3,0.8

# Three entries from above, with tabs:
canonical_smiles	T cruzi growth	C diff growth	Pf Dd2 growth	KDM4C inh
COC(=O)C[C@H]1CC[C@@H]2[C@@H](COc3ccc(NC(=O)c4cccs4)cc3C(=O)N2C)O1	0.8	-1.7	-4.8	-1.8
Cc1ccc(S(=O)(=O)N(C)C[C@H]2Oc3ccc(NC(=O)Nc4ccc5c(c4)OCO5)cc3C(=O)N([C@@H](C)CO)C[C@@H]2C)cc1	13.8	-4.0	-27.7	-0.5
CN1CCCCN2[C@H](CO)[C@H](c3ccc(-c4ccc(F)cc4)cc3)[C@@H]2C1	14.5	5.8	-18.4	0.1
